MCF10A rerep – inducers of DNA re-replication in MCF 10A breast cells; MCF 10A DNA re-replication, Hoechst nuclear intensity, 48 h; Potency, µM (top dose mostly 46.1 µM), for the others: top-dose activity, positive = re-replication, most hits filed as activators; 2.9% of 350,000 active; also: potency is read from the fitted curve at half-maximal effect; % of control where 0% means no effect; nearly all actives have a fitted effect of over 50% in size
ATXN2 expr inh – reduces ATXN2 reporter expression in HEK-293 cells. 0.72% of 360,000 active. AID 1745845. HEK-293 ATXN2-luciferase reporter, luminescence, 24 h. Potency, µM (top dose mostly 57 µM), without a hit: at the highest dose activity change, negative = inhibition, most hits filed as inhibitors; also: potency is read from the fitted curve at half-maximal effect; % is scaled to controls: 0 for no effect and ±100 for the full control effect; nearly all actives have a fitted effect of over 55% in size
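ATXN2-luciferase reporter cells (luciferase flanked by upstream and downstream ATXN2 gene portions) were treated 24 h at 37 °C with compounds at up to 57 uM. SteadyGlo luminescence gave expression; GF-AFC fluorescence gave viability.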
TGFb inhibitor – blocks TGF-b signaling; 1.2% of 410,000 active; HepG2 CAGA-GFP TGF-b/SMAD3 reporter, GFP fluorescence, 18 h; TGF-beta stimulated, 500 pg/mL final; Potency, µM (series often up to 46.1 µM), for the others: at the top dose activity, negative = inhibition, usual class: inhibitors; also: potency is read from the fitted curve at half-maximal effect; % is scaled to controls: 0 for no effect and ±100 for the full control effect; nearly all actives have a fitted effect of over 65% in size
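HEPG2 CAGA-GFP, 1000 cells/well; 2 h settle, 37 C; cpd via pin tool; TGF-b 500 pg/mL final; 18 h, 37 C; GFP imaging ex488/em500-530; %Activity normalised to -TGF-b and +DMSO controls; CRC fit, curve class.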
IL-1B inflam inh – inhibitors of inflammasome signaling (IL-1 beta secretion); activity change, % at 57.5 µM; AID 743279; 4.7% of 360,000 active; THP-1 LPS/ATP IL-1B secretion, AlphaLISA, 16 h; stronger effect = lower value; in the data active = activity change below about -50%; inconclusive = mostly about -30% to -49%; also: % is scaled to controls: 0 for no effect and ±100 for the full control effect
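Secreted IL-1B measured by AlphaLISA bead assay after 16 h compound exposure of THP-1 cells; compounds (final up to 57.5 uM) added 1 h before LPS (250 ng/mL) and ATP (1.25 mM) stimulation; lower signal means less secretion.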
S2 tox – reduces viability in counter-screen for ATXN expression inhibitors. Potency, µM (top dose mostly 56.7 µM), usual class: cytotoxic. S2 cells (HEK-293 line with an ATXN2-luciferase reporter) viability, CellTiter-Fluor protease fluorescence, 24 h. 0.49% of 400,000 active. AID 651635; also: potency is read from the fitted curve at half-maximal effect; nearly all actives have a fitted effect of over 40% in size
A549 tox – counter-screen for Nrf2 inhibitors: cytotoxicity in A549 cells. A549 ARE-Fluc cells, CellTiter-Fluor viability, 18-24 h. Potency, µM (top dose mostly 46 µM), for inactives: at the highest dose activity change, negative = cytotoxicity, usual class: inhibitors. 0.16% of 390,000 active. AID 504648; also: potency is read from the fitted curve at half-maximal effect; % is scaled to controls: 0 for no effect and ±100 for the full control effect
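Cytotoxicity counterscreen: CellTiter-Fluor fluorescence was measured in A549 ARE_Fluc cells after 18-24 h of compound exposure in a concentration series. The subsequent BugLite luminescent read reports ARE-luciferase activity.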
HepG2 tox – kills HepG2 cells in TGF-b inhibitor counter-screen. HepG2 CAGA-GFP viability, ATP luminescence, 18 h. Potency, µM (series often up to 46.1 µM), for the others: at the top dose activity change, negative = cytotoxicity, actives largely listed as cytotoxic. 0.76% of 410,000 active. AID 588856; also: potency is read from the fitted curve at half-maximal effect; some results filed as inactive show a strong effect at the top dose
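CellTiter-Glo luminescence gave cytotoxicity after 18 hours at 37 degrees C. The cells were HepG2 CAGA-GFP in 1% FBS DMEM, stimulated with 500 pg/mL TGF-beta after compound addition. %Activity was normalised to no-cell wells (complete cell-killing) and DMSO (no toxicity), and curves were fitted and classified.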
Nrf2 activator – Nrf2 pathway activation. Potency, µM (series often up to 46.1 µM), for inactives: top-dose activation, most hits filed as activators. 0.31% of 410,000 active. AREc32 ARE-luciferase reporter (MCF7-derived line), luminescence, 24 h; also: potency is read from the fitted curve at half-maximal effect; % of control where 0% means no effect; nearly all actives have a fitted effect of over 65% in size
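AREc32 cells carrying an ARE-driven firefly luciferase reporter were seeded at 1000 cells/well in OPTI-MEM with 5% FBS, then exposed to compound for 24 hr at 37 deg C. Luminescence was read with Steady-Glo after 30 min at RT.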
Nrf2 block – blocks Nrf2 signaling. AID 504444. A549 ARE-Fluc reporter, luciferase luminescence, 18-24 h. Potency, µM (titrated, usually from 46 µM), for inactives: top-dose activity change, negative = inhibition, usual class: inhibitors. 2.1% of 360,000 active; also: potency is read from the fitted curve at half-maximal effect; % is scaled to controls: 0 for no effect and ±100 for the full control effect; nearly all actives have a fitted effect of over 60% in size
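A549 ARE_Fluc cells (5000/well, 5% FBS OPTI-MEM) pre-incubated 2 h, then treated with compounds 18-24 h at 37C/5% CO2 in concentration-response. CellTiter-Fluor viability read first; BugLite luciferase luminescence after 15 min at room temperature gives Nrf2 activity.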
* = called active by the depositor; i = inactive; ? = inconclusive; . = not tested or not shown; & = joins results of further samples; [ ] = dose if it differs, or a comment. Unless noted, calls follow the shape of the dose curve; as a rule, active = well fitted curve in the direction sought with a large enough effect; inconclusive = small, poorly fitted or top-dose-only effect, or another doubt; inactive = no such curve, though single readings can be large; an effect the other way counts as inactive or inconclusive. Compounds as they come. Share with any hit: about 8.8%.

Values run as follows: MCF10A rerep	ATXN2 expr inh	TGFb inhibitor	IL-1B inflam inh	S2 tox	A549 tox	HepG2 tox	Nrf2 activator	Nrf2 block
Cc1ccc(S(=O)(=O)N2CCN(C(=O)c3cccc(F)c3)CC2)cc1
    12%	2%	-2%	20	i	2%	-35%	-0.3%	-9%
Cc1cc(C)cc(NC(=O)c2cccc(NC(=O)c3ccco3)c2)c1
    3%	.	-16%	3	i	-2%	-16%	0.1%	4%
COc1ccc(OC)c(CCNC(=O)CCCn2c(=O)c3cccn3c3ccccc32)c1
    .	.	0%	.	.	0%	-17%	-0.1%	1%
Cc1cccc(-c2nc3c(c(SCC(=O)N4CCCC4)n2)COC(C)(C)C3)c1
    0%	-7%	1%	-4	i	5%	-3%	0.4%	8%
O=C1CC(NS(=O)(=O)c2ccc3ccccc3c2)CN1c1ccccc1 (stereo not given)
    -2%	-31%	-17%	-8	i	-7%	-5%	0.3%	?
CC(C)[C@H](NC(=O)N1CCn2c1nc1ccccc12)C(=O)NC1CC1
    -5%	.	0%	9	i	-1%	6%	-0.4%	?
O=C(OCC#CCSc1nnc(-c2cccc3ccccc23)o1)c1cnc[nH]1
    5%	-29%	3%	.	?	2%	-11%	23%	?
CCN(CC)CCCNC(=O)c1cc(Nc2ccc(OC)cc2OC)nc2ccccc12
    12%	.	15%	-6	i	-6%	-7%	-1.5%	11%
O=C(O)c1cc(NN=C2c3ccccc3-c3ccccc32)ccc1Cl
    ?	1%	23%	0	i	?	9%	-0.8%	1%
COc1ccc(C(C)(C)C)cc1NC(=O)COC(=O)c1ccc([N+](=O)[O-])o1
    -2%	-6%	-5%	29	i	-1%	0%	5.3%	14%
CC(C)c1ccc(NC(=O)c2cc3c(=O)oc4ccccc4c3s2)cc1
    .	.	2%	.	.	6%	0%	-0.7%	8%
Cc1cccc(N2CCN(C(=O)C(Cc3ccccc3)NC(N)=O)CC2)c1C (stereo not given)
    15%	-5%	?	15	i	-2%	-8%	-0.3%	-8%
CC(=O)c1ccc(S(=O)(=O)NCCC(=O)NC(C)c2ccncc2)cc1 (stereo not given)
    -2%	.	-1%	2	i	3%	2%	-0.3%	13%
COc1cc(OC)c(NS(=O)(=O)c2c(C(=O)N3CCCCCC3)c(C)n(C)c2C)cc1Cl
    .	-3%	21%	.	i	-3%	-13%	0.0%	20%
Cc1c(C(=O)NC2CCCCC2C)oc2ccccc12 (stereo not given)
    10%	19%	0%	24	i	-3%	-14%	-0.2%	6%

Entries of single compounds as entered above. Values in the order: MCF10A rerep, ATXN2 expr inh, TGFb inhibitor, IL-1B inflam inh, S2 tox, A549 tox, HepG2 tox, Nrf2 activator, Nrf2 block
O=C(O)c1cc(NN=C2c3ccccc3-c3ccccc32)ccc1Cl as listed: ?, 1%, 23%, 0, i, ?, 9%, -0.8%, 1%
Cc1cc(C)cc(NC(=O)c2cccc(NC(=O)c3ccco3)c2)c1 as listed: 3%, ., -16%, 3, i, -2%, -16%, 0.1%, 4%
Cc1cccc(-c2nc3c(c(SCC(=O)N4CCCC4)n2)COC(C)(C)C3)c1 as listed: 0%, -7%, 1%, -4, i, 5%, -3%, 0.4%, 8%
Cc1ccc(S(=O)(=O)N2CCN(C(=O)c3cccc(F)c3)CC2)cc1 as listed: 12%, 2%, -2%, 20, i, 2%, -35%, -0.3%, -9%

(next part)
Values run as follows: MCF10A rerep	ATXN2 expr inh	TGFb inhibitor	IL-1B inflam inh	S2 tox	A549 tox	HepG2 tox	Nrf2 activator	Nrf2 block
Cc1cccc(-n2ncc3c(Nc4ccc(C)c(Cl)c4)ncnc32)c1
    .	18%	2%	.	i	-8%	2%	2.7%	.
CN(C)/C=N/c1nc2nccc(-c3cccs3)n2n1
    -18%	-9%	-9%	-7	.	7%	-6%	4.8%	-4%
CCn1c(SCC(=O)Nc2ccc(N(C)C)cc2)nnc1C1CC1
    -7%	16%	0%	-3	i	0%	-1%	0.4%	-3%
Cc1cc2nc(SCCOC(=O)Nc3ccccc3)nc(C)c2cc1C
    8%	10%	-21%	0	i	-11%	0%	-0.2%	21µM*
C[C@@H]1CN([C@@H](C)CO)C(=O)CCCn2nncc2CO[C@@H]1CN(C)C(=O)Nc1ccc(C(C)(C)C)cc1
    .	10%	-3%	28	i	.	5%	-0.6%	.
CC1(C(=O)O)CCC(C(=O)Nc2ccccc2)C1(C)C (stereo not given)
    12%	0%	18%	-1	i	12%	4%	0.2%	-17%
CC1(C(=O)NC2CCCCCCC2)CC1(Cl)Cl (stereo not given)
    -15%	3%	19%	-9	i	11%	0%	-1.0%	.
CCN=C1SC(C(=O)Nc2ccc(OCC)cc2)CC(=O)N1CC (stereo not given)
    12%	-17%	20%	8	i	1%	11%	-0.7%	-6%
CCN(CC)C(=O)c1cc2c(=O)n3ccccc3nc2s1
    28%	22%	-2%	15	?	6%	-18%	?	8%
CC(C)c1cccc(C(C)C)c1NC(=O)CNCc1ccccc1F
    12%	.	?	-7	i	10%	-20%	-0.5%	0%
CCOC(=O)c1sc2nc(C)nc(SCC(N)=O)c2c1C
    0%	-12%	19%	30	i	5%	26%	-0.7%	-8%
O=C(CC1CCCC1)N1CCN(S(=O)(=O)c2c(F)cccc2F)CC1
    .	.	6%	91	i	.	0%	-0.8%	.
Cc1cn([C@H]2C[C@H](O)[C@@H](CCC(=O)NCc3ccc4c(c3)OCO4)O2)c(=O)[nH]c1=O
    .	8%	-2%	0	i	.	-47%	-0.3%	.
COc1ccccc1NC(=O)Cn1c(=O)n(Cc2ccccc2)c(=O)c2ccccc21
    .	2%	0%	.	i	0%	2%	0.2%	-5%[9.27 µM]
Cc1ccc(S(=O)(=O)NC2CCCCCC2)cc1C(N)=O
    -18%	-15%	-5%	13	i	1%	-3%	-0.4%	-17%
Cc1cccc(-c2nc3scc(CCNS(=O)(=O)c4ccc(Oc5ccccc5)cc4)n3n2)c1
    .	.	0%	.	.	-8%	-54%	0.7%	.
O=c1nc(Nc2ccc(Br)cc2)sc2ccc([N+](=O)[O-])cc12
    11%	4%	-15%	23	i	-4%	-26%	16%	7%
Cc1ccc(C)c2[nH]c(=O)c(CN(Cc3cccnc3)C(=S)NCc3ccco3)cc12
    ?	.	-28%	-4	?	12%	-30%	4.5%	-1%
O=C(CCCc1nc2ccccc2s1)NCc1ccccc1
    1%	12%	-1%	19	i	2%	3%	2.5%	5%
COc1cc(SC)ccc1C(=O)NCCN1CCOCC1
    2%	?	-4%	-10	i	7%	-11%	-1.1%	3%
O=C1CC(Sc2nnnn2C2CCCCC2)C(=O)N1c1ccccc1 (stereo not given)
    28%	0%	?	4	?	?	-82%	?	?
COc1cccc(CN(C)CC(=O)Nc2ccccc2N2CCOCC2)c1OC
    -5%	8%[11.3 µM]	-10%	11	?	2%	-9%	0.1%	-10%
Cc1ccc(S(=O)(=O)N2CCN(C(=O)C3CSC4(C)CCC(=O)N34)CC2)cc1C (stereo not given)
    7%	8%	1%	-3	i	-5%	9%	-0.4%	6%
C=CCc1cc(C)ccc1OCCOCCn1ccnc1
    10%	-25%	-17%	-12	i	6%	-27%	0.1%	-13%
Cc1cc(=O)[nH]c(SC(C)C(=O)Nc2cccc3ccccc23)n1 (stereo not given)
    -6%	9%	13%	16	i	5%	-11%	-0.1%	9%
COc1ccc(C(=O)N2N=C3CC(C)(C)OCC3C2c2ccccc2)cc1 (stereo not given)
    1%	-3%	2%	2	i	-9%	-25%	0.0%	-1%
Cn1nnnc1SCC(=O)Nc1ccccc1Cl
    2%	-1%	0%	-5	i	15%	-6%	-0.1%	16%
Cc1cccc(-c2nc(CSCC(=O)NCCc3ccc(Cl)cc3)c(C)o2)c1
    .	.	13µM*	.	.	-16%	-66%	-0.9%	?
Cn1cc(/C=N/n2cnc3scc(-c4ccc(Cl)cc4)c3c2=O)c2ccccc21
    0.33µM*	-17%	-26%	142	?	-23%	3%	0.2%	-4%
Nc1cc(N)nc(SCC(=O)Nc2ccc(Br)cc2Cl)n1
    6%	63%[activator]	-2%	-9	i	-4%	-1%	3.3%	?
Cc1nn(C(C)C(=O)Nc2sc3c(c2C#N)CCCC3)c(C)c1[N+](=O)[O-] (stereo not given)
    ?	-5%	-19%	?	i	1%	-15%	-0.3%	?
O=[N+]([O-])c1ccc(-[n+]2nc(-c3ccccc3)nn2-c2ccccc2)cc1
    5%	-26%	-5%	-23	i	?	-12%	-0.8%	?
NC(=S)NC(=O)c1ccccc1
    2%	-13%	10%	10	i	7%	-6%	0.2%	?
COc1c(Cl)cc(-c2noc(C)c2C(=O)NCc2ccc3c(c2)OCO3)cc1Cl
    -1%&17%	-25%	-5%	-8	i	4%	2%	3.6%	-10%
CC(C)N(C(=O)[C@H]1CC(CC(=O)NCCCn2ccnc2)C(=O)N2CCc3c([nH]c4ccccc34)[C@]12C)C(C)C (stereo not given in full)
    ?	4%	-15%	-21	i	7%	-12%	0.1%	6%
CSc1cc(-c2ccc(Cl)cc2)c(C(=O)NN)s1
    ?	-29%	-11%	10	i	-2%	-13%	0.5%	-16%

Two compounds from above, reduced to A549 tox.
Compound	A549 tox
COc1c(Cl)cc(-c2noc(C)c2C(=O)NCc2ccc3c(c2)OCO3)cc1Cl	4%
CC(C)N(C(=O)[C@H]1CC(CC(=O)NCCCn2ccnc2)C(=O)N2CCc3c([nH]c4ccccc34)[C@]12C)C(C)C (stereo not given in full)	7%

Screening results as filed in PubChem BioAssay.
